TDP2 absorb: TDP2 (human) inhibition, absorbance primary screen. recombinant TDP2, T5PNP hydrolysis, p-nitrophenol absorbance 415 nm. inhibition, % at 12.8 µM. 370,000 compounds, 0.34% hits. AID 720702;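 active = inhibition above the mean of all tested compounds plus 3 SD, set per campaign, cut at about 25% in these data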;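 also: 0% = DMSO with enzyme and 100% = buffer with substrate but no TDP2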
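Assay system: Recombinant human TDP2 | Quantity: 120 nM TDP2 per well | Incubation: 2 h at 37 °C | Signal: Epi absorbance | Evaluation: Percent inhibition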
TCR-CD3 inh: human TCR-CD3 binding inhibition. TAMRA-labeled TCR probe fluorescence, biochemical. inhibition, % at 9.4 µM. 360,000 compounds, 0.37% hits. AID 651800; in the data active = inhibition above about 19%;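 also: recombinant mutant TCR 2C K166C tagged with TAMRA read by polarization; 0% = receptor in buffer alone and 100% = receptor with positive control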
PRMT1 FP inh: PRMT1 (human) inhibition, primary screen. recombinant PRMT1, activity-based probe fluorescence polarization. inhibition, % at 2.79 µM. 370,000 compounds, 1.3% hits. AID 652257;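 active = inhibition above about 21% made by adding two undisclosed values, limit read from the data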
Target sequence (Q99873 whole entry, looked up): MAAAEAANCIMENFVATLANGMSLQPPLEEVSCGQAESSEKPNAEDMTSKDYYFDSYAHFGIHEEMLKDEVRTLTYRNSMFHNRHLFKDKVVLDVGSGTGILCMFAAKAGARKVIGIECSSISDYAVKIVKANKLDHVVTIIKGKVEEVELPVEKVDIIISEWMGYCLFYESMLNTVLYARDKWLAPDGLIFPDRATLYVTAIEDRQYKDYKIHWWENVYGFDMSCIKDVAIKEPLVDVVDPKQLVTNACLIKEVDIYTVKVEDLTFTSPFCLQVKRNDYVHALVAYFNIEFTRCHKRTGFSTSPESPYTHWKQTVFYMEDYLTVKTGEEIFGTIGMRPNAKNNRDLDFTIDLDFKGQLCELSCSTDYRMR
SIAE inh: human SIAE inhibition, primary screen. SIAE FP-Rh probe binding, fluorescence polarization. AID 1053197. 370,000 compounds, 0.69% hits. inhibition, % at 9.66 µM. Q9HAT2;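 active = inhibition above a cutoff: mean of compounds within the control limits plus 3 SD of those, cut at about 17% in these data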;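 also: 0% = plate median of compound wells and 100% = probe without SIAE protein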
Target sequence (Q9HAT2 whole entry, looked up): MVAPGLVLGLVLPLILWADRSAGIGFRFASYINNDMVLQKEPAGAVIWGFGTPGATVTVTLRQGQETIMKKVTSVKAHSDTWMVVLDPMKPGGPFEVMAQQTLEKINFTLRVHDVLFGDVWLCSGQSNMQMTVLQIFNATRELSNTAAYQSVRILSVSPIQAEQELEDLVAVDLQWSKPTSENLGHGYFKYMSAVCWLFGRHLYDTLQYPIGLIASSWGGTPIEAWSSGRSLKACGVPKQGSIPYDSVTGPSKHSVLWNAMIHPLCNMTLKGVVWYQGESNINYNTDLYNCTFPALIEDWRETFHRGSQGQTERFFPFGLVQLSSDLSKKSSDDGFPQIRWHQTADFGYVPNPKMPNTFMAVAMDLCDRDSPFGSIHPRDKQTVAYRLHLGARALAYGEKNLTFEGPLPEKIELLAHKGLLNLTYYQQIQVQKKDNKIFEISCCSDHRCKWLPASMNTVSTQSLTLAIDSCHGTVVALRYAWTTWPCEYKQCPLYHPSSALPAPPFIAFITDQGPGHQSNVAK
NR1D1 modulator: modulates human Rev-erb alpha binding to DNA | P20393 | Rev-erbα–FITC-DNA binding, fluorescence polarization, 90 min | activity, % at 10 µM | 370,000 compounds, 0.79% hits | AID 1259318;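 active = activity above about 14%, limit read from the data; passing the limit was not always enough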;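 also: 0% = DMSO wells with 35 nM protein and 100% = DMSO wells with 750 nM protein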
ABHD4 inh: ABHD4 (mouse) inhibition, primary FP screen; Q8VD66; purified mABHD4, FP-Rh probe fluorescence polarization; inhibition, % at 8.92 µM; 370,000 compounds, 0.54% hits; AID 720543;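 active = inhibition exceeding the mean over every tested compound plus 3 SD, cut at about 30% in these data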;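 also: 0% = plate median of compound wells and 100% = S159A mutant with DMSO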
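system = mouse ABHD4 enzyme, wild type | medium = HEPES pH 7.0, NaCl, Pluronic buffer | also added = FP-Rh probe | incubation = Enzyme–compound pre-incubation 45 min, then probe 60 min, both 25 °C | technique = fluorescence polarization, excitation 525 nm, emission 598 nm, BODIPY TMR filters | controls = S159A mutant high control, sample median low control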
HTRA1 inh: HTRA1 (human) protease inhibition | Q92743 | recombinant HTRA1, FP-rhodamine activity-based probe, fluorescence polarization | inhibition, % at 5.96 µM | 340,000 compounds, 0.5% hits | AID 504803; in the data active = inhibition above about 36%;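 also: 0% = enzyme with DMSO and 100% = wells lacking enzyme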
LEDGF integ inh: blocks HIV-1 LEDGF/p75-dependent DNA integration. 370,000 compounds, 0.64% hits. inhibition, % at 3.7 µM. TR-FRET IN-LEDGF/p75 DNA integration, Eu/Cy5;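 active = inhibition above the screen-wide mean plus 3 SD, cut at about 13% in these data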;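 also: signal is the Cy5 over europium emission ratio at 671 and 618 nm; 0% = plate median of compound wells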
PG9 binder: binds the HIV-1 gp120 antibody PG9 | TR-FRET gp120-PG9 antibody binding | inhibition, % at 6.7 µM | 360,000 compounds, 0.43% hits | AID 624416; in the data active = inhibition above about 8.5%
rCAG binder: binds r(CAG) RNA repeats; r(CAG) RNA repeat, TO-PRO-1 dye displacement fluorescence; inhibition, % at 3 µM; 370,000 compounds, 1.3% hits;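 active = inhibition above the plate cutoff, the mean of all test compounds on that plate plus 3 SD, cut at about 35% in these data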;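 also: 0% = DMSO alone and 100% = 100 µM mitoxantrone as full dye displacement; higher means more dye released from RNA so lower well fluorescence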
The depositor's hits bear a star; x = no result given; & = joins results of further samples; ! = not active in a repeat. An excerpt; rates above refer to the full screens.

SMILES | TDP2 absorb | TCR-CD3 inh | PRMT1 FP inh | SIAE inh | NR1D1 modulator | ABHD4 inh | HTRA1 inh | LEDGF integ inh | PG9 binder | rCAG binder
COCCn1c(N)c(N(Cc2ccccc2)C(=O)Cc2c(Cl)cccc2Cl)c(=O)[nH]c1=O | -2 | 3 | 1 | 2 | -8 | 1 | 2 | 1 | 0.1 | -2
O=C(CCNC(=O)c1ccc([N+](=O)[O-])cc1)Nc1nccs1 | 12 | 0 | -1 | 9 | -2 | 6 | 7 | 0 | -0.5 | 1
Cc1n[nH]c(C)c1S(=O)(=O)N1CCCC(C(=O)N2CCN(c3ccc(Cl)cc3)CC2)C1 (stereo not given) | -1 | 4 | -2 | -2 | -1 | -2 | -3 | -2 | -0.6 | -2
CCC(Sc1ncnc2c1nnn2-c1ccc(F)cc1)C(=O)OC (stereo not given) | 4 | 2 | 1 | 3 | 3 | 5 | 4 | -3 | 0.0 | -2
CCOc1ccccc1OCCCC(=O)Nc1cccc(-n2cnnn2)c1C | 2 | -8 | -3 | -3 | 0 | 1 | -2 | 1 | -1.1 | -1
c1ccc(COc2ccccc2CNC2CCCC2)cc1 | 4 | -3 | 0 | 7 | -6 | 1 | 2 | -2 | -2.1 | 7
O=C1CCCc2nc(N3CCN(C(c4ccccc4)c4ccccc4)CC3)ncc21 | 8 | -2 | 1 | -2 | -5 | -2 | -7 | -3 | -0.8 | 3
O=C(Nc1nncs1)c1cccc(S(=O)(=O)N2CCc3ccccc32)c1 | 1 | 13 | 1 | 0 | 3 | -4 | -9 | 5 | -3.8 | 17
COC(=O)[C@]1(Sc2ccc(C)cc2)CC(=O)N[C@@H]1c1ccccc1 | 7 | -3 | -3 | 3 | 1 | 9 | x | -2 | -0.2 | 2
CCc1nn(C)c2c(=O)c(=O)c2n(C)[nH]1 | -1 | 8 | 0 | 0 | 0 | 10 | 5 | 2 | -1.6 | -2
CCCCCCSc1ccc(-c2nc3cc(C)ccn3c2NC2CCCCC2)cc1 | 12&4 | 2&-10 | 2&3 | -3&5 | 20*! | -1&-4 | -17 | -1&-3 | 2.4&2.0 | -4&1
COc1cc(C(=O)NCCCCc2ccccc2)cc(OC)c1OC | 5 | -3 | -1 | 11 | -1 | -7 | -2 | -1 | -1.1 | -8
CCc1ccc(OCCCC(=O)Nc2ccc(N3CCCCC3)cc2)cc1 | -3 | 3 | -1 | 7 | 0 | 2 | -1 | -1 | -2.0 | -5
Cc1ccc(-c2cc(C(=O)Nc3ccc(S(=O)(=O)Nc4nc(C)cc(C)n4)cc3)c3ccccc3n2)cc1 | 2 | -4 | 2 | -1 | -2 | -1 | -10 | 3 | 2.4 | 8
CC(=O)CSc1ncnc2sc3c(c12)CCCC3 | -12 | -8 | 6 | -10 | -5 | -18 | -5 | -2 | 0.1 | 1
CC(=O)NC(CC(=O)NCc1ccncc1)c1ccccc1 (stereo not given) | -13 | 1 | 3 | 3 | -10 | 3 | 0 | -6 | -0.4 | -4
O=C(Nc1ccccc1)N1c2ccccc2SC1c1ccco1 (stereo not given) | -3 | 10 | 16 | 1 | -5 | -5 | x | 2 | 0.2 | 3
COc1cc(CC(=O)Nc2nc(-c3ccc(F)c(F)c3)cs2)cc(OC)c1OC | -5 | -11 | 5 | -30 | 1 | -28 | -32 | -4 | -0.4 | 5
COc1ccc2c(c1)-c1nc(/N=C/c3cccc(OC)c3O)sc1CC2 | 1 | 5 | 8 | 9 | 4 | 24 | 5 | 2 | -4.7 | 2
O=C(NCCCn1ccnc1)c1cccc(S(=O)(=O)Nc2ccc(Br)cc2)c1 | -4 | -10 | -3 | -4 | -1 | 2 | -3 | 1 | -2.7 | 0
CC(C)(C)N1CC(c2nc3ccccc3n2CCOc2ccccc2)CC1=O (stereo not given) | -6 | 5 | 0 | 5 | 0 | -4 | -4 | 0 | 0.8 | -8
COc1cccc(C(=O)Oc2cccc(N3C(=O)C4C5CC(C(Br)C5Br)C4C3=O)c2)c1 (stereo not given) | 1 | 0 | 0 | -3 | -2 | 1 | -4 | 2 | -4.2 | -3
COCCN1C(=O)C(=O)/C(=C(/O)c2cccc(OC)c2)C1c1ccncc1 (stereo not given) | -3 | -3 | 1 | 3 | 0 | 1 | 0 | -1 | -0.3 | 4
O=S(=O)(Nc1nccs1)c1ccc(F)cc1 | 9 | -2 | 5 | 4 | x | -3 | 8 | 1 | -0.3 | 4
Fc1ccc(CSc2nc3ncccc3[nH]2)cc1 | -1 | 0 | -3 | 8 | 4 | 3 | 2 | 3 | 2.3 | -3

In the list so far, 4 contain an NH in an aromatic ring:
SMILES | TDP2 absorb | TCR-CD3 inh | PRMT1 FP inh | SIAE inh | NR1D1 modulator | ABHD4 inh | HTRA1 inh | LEDGF integ inh | PG9 binder | rCAG binder
COCCn1c(N)c(N(Cc2ccccc2)C(=O)Cc2c(Cl)cccc2Cl)c(=O)[nH]c1=O | -2 | 3 | 1 | 2 | -8 | 1 | 2 | 1 | 0.1 | -2
Cc1n[nH]c(C)c1S(=O)(=O)N1CCCC(C(=O)N2CCN(c3ccc(Cl)cc3)CC2)C1 (stereo not given) | -1 | 4 | -2 | -2 | -1 | -2 | -3 | -2 | -0.6 | -2
CCc1nn(C)c2c(=O)c(=O)c2n(C)[nH]1 | -1 | 8 | 0 | 0 | 0 | 10 | 5 | 2 | -1.6 | -2
Fc1ccc(CSc2nc3ncccc3[nH]2)cc1 | -1 | 0 | -3 | 8 | 4 | 3 | 2 | 3 | 2.3 | -3

Additional compounds
SMILES | TDP2 absorb | TCR-CD3 inh | PRMT1 FP inh | SIAE inh | NR1D1 modulator | ABHD4 inh | HTRA1 inh | LEDGF integ inh | PG9 binder | rCAG binder
COc1ccc(NC(=O)c2ccc(Cn3cc(Cl)cn3)cc2)cc1 | 4 | 5 | -1 | -3 | 3 | -3 | -14 | -2 | 0.2 | -4
CCCC12CN(C(=O)c3ccc([N+](=O)[O-])cc3)CC(C)(CN(C(=O)c3ccc([N+](=O)[O-])cc3)C1)C2=O | 7 | 2 | 6 | -13 | -1 | 3 | x | -1 | 0.5 | 0
COc1cc(CC2COC(=O)C2Cc2ccc(O)c(OC)c2)ccc1O (stereo not given) | -8 | 2 | -2 | -2 | 0 | 3 | x | 0 | -0.8 | 0
CC(=O)Nc1ccc(SCC(=O)Nc2ccccc2-c2ccccc2)cc1 | 8 | 4 | 7 | 10 | 0 | -5 | 0 | -1 | 0.9 | -7
COC(=O)c1[nH]c2ccc(Br)cc2c1NC(=O)CN1CCN(C2CCCCC2)CC1 | -9 | 1 | -1 | 1 | -4 | 8 | 1 | 3 | -1.0 | -6
Cc1ccc(C)c(NC(=S)Nc2ccc(S(=O)(=O)Nc3ncccn3)cc2)c1 | -1 | -3 | 0 | 5 | 3 | 8 | -1 | 0 | 0.6 | -1
O=S(=O)(c1ccc(F)cc1F)N1CCCN(c2ccc(C(F)(F)F)cn2)CC1 | -18 | 0 | 1 | -8 | 2 | -4 | x | -4 | 0.1 | -6
Cc1cc(C)c2c(CCl)cc(=O)oc2c1 | 21 | 9 | 1 | -1 | -1 | 3 | x | 1 | 0.6 | 0
COc1ccc(CN2CCn3ncc(C(=O)Nc4ccc(Cl)cc4Cl)c3C2=O)cc1 | -7 | -9 | 3 | -8 | 8 | -12 | 1 | 6 | -0.1 | 6
Cc1ccc(C(=O)N/C(=C/c2ccco2)C(=O)N2CCCCC2)cc1 | 0 | -7 | 13 | -3 | 1 | 13 | -4 | -3 | 0.3 | 13
CC(C)(C)n1nnnc1C(c1ccc(C(F)(F)F)cc1)N(Cc1ccc(F)cc1)Cc1ccco1 (stereo not given) | -11 | -5 | 2 | 1 | 2 | -12 | -13 | 0 | -0.6 | -2
O=C(Nc1cccc(C(=O)O)c1)/C(=C\c1ccccc1Cl)NC(=O)c1ccco1 | -1 | 7 | -2 | 4 | -6 | -1 | -9 | 2 | -0.8 | 3
Cn1c(/C=N/c2nc3ccccc3[nH]2)nc2ccccc21 | 3 | 8 | -3 | -9 | 2 | 2 | 6 | 4 | 0.0 | 1
Cc1ccc(C)c(OCC(=O)Nc2ccc(S(=O)(=O)Nc3ncccn3)cc2)c1 | 6 | -5 | 4 | -5 | -3 | 0 | -5 | -5 | 0.2 | 12
CCOc1cc(/C=N/NC(=O)CN2CCCCC2)ccc1OCc1cccc(Cl)c1 | 7 | -5 | -2 | -6 | 3 | 5 | -18 | -1 | 1.0 | -6
C#Cc1ccc([C@@H]2C=C(C(=O)OCC=C)O[C@H](OCc3ccc(CO)cc3)C2)cc1 | -4 | 9 | 1 | -16 | 0 | -11 | -38 | -1 | -1.0 | 4
CC(=O)Nc1ccc2c(c1)C(C)(C)C(C)N2C (stereo not given) | 10 | -53 | -2 | -282 | -15 | -187 | x | 6 | -4.8 | -3
CCCC1C(c2ccc(OC)cc2)C(C#N)(C#N)C2(C#N)CC1(N)NC2=O (stereo not given) | -10 | -1 | 1 | -4 | -1 | 11 | 2 | -3 | -2.0 | 4
CC(Oc1ccc2c(-c3ccccc3)cc(=O)oc2c1)C(=O)NC(Cc1c[nH]c2ccc(O)cc12)C(=O)O (stereo not given) | -3 | 8 | 5 | 17 | 3 | 12 | 5 | 0 | -2.6 | 33
COc1cccc(C2CC(c3ccc(C)cc3)n3ncnc3N2)c1 (stereo not given) | 2 | 7 | -1 | -1 | 0 | 1 | -3 | -2 | -0.3 | 0
CCC(=O)Nc1sc(C(=O)OC)c(C)c1C(=O)OC | -4 | -4 | -2 | 10 | -3 | -1 | -1 | 0 | -2.2 | -1
CC(=O)c1cccc(NC(=O)N2CCCC2C(=O)Nc2ccc3c(c2)OCO3)c1 (stereo not given) | 8 | -8 | 3 | 2 | 4 | -4 | 0 | 1 | 3.0 | 2

Given tab-delimited: part of the list above
Structure	TDP2 absorb	TCR-CD3 inh	PRMT1 FP inh	SIAE inh	NR1D1 modulator	ABHD4 inh	HTRA1 inh	LEDGF integ inh	PG9 binder	rCAG binder
COC(=O)c1[nH]c2ccc(Br)cc2c1NC(=O)CN1CCN(C2CCCCC2)CC1	-9	1	-1	1	-4	8	1	3	-1.0	-6
Cc1ccc(C)c(NC(=S)Nc2ccc(S(=O)(=O)Nc3ncccn3)cc2)c1	-1	-3	0	5	3	8	-1	0	0.6	-1

Assay outcomes as filed in PubChem BioAssay.
